CF NFkB inh: blocks PAF-induced NF-kB reporter in cystic fibrosis cells | actives 0.86% (n = 360,000) | inhibition, % at 5 µM | KKLEB NF-kB-GFP reporter, GFP fluorescence overnight;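 active = at least 50% inhibition at 5 µM, scaled per plate between neutral and stimulator controls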;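 also: PAF is a Pseudomonas aeruginosa culture filtrate used as stimulus; plate controls were PAF-stimulated DMSO wells for no effect and unstimulated DMSO wells for full effect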
Shn3 3UTR inh: inhibitors of Schnurri-3 3'UTR reporter in osteoblasts. Clone20 osteoblast Shn3 3'UTR firefly luciferase, 24 h. inhibition, % at 12.5 µM. actives 0.52% (n = 360,000). AID 588674;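 active = mean inhibition of at least 75% with every replicate also reaching 75%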;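 also: 0% = median of neutral control wells and 100% = pilot-screen positive control compound; some compounds past the cut are filed as inactive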
Peg3 prom inh: inhibitors of Peg3 promoter; HeLa PEG-Prom luciferase reporter, luminescence, overnight; inhibition, % at 20 µM; actives 1.7% (n = 360,000);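 active = inhibition of at least 50% at 20 µM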
NR2E3 ag-1: agonists of human NR2E3 nuclear receptor. CHO-S Gal4-NCOR/VP16-NR2E3 two-hybrid, luciferase. inhibition of corepressor binding, % at 3.98 µM. actives 0.35% (n = 360,000). AID 602229;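 active = inhibition above the mean of all tested compounds plus 3 SD, cut at about 70% in these data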;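 also: 0% = DMSO with NR2E3 transfected cells and 100% = cells lacking NR2E3 construct; higher means lower luciferase signal from less NR2E3 corepressor binding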
Target sequence (Q9Y5X4 whole entry, looked up, the tested form may be a part): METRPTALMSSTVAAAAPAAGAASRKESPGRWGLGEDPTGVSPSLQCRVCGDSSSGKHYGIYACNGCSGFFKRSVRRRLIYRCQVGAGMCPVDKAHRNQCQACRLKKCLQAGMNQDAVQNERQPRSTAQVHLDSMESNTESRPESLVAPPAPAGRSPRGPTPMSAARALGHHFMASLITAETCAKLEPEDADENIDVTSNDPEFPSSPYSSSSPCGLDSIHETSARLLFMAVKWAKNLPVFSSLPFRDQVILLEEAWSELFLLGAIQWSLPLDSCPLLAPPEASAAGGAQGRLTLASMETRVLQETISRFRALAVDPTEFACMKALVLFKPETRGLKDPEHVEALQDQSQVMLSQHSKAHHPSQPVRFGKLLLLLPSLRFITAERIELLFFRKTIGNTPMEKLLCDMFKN
NR2E3 ag-2: agonists of human nuclear receptor NR2E3. inhibition of corepressor binding, % at 4.78 µM. actives 0.12% (n = 320,000). AID 2300. Q9Y5X4. GST-NR2E3/biotin-RetCOR TR-FRET, 1536-well;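 active = percent inhibition above the cutoff of mean plus 3 SD of all tested compounds, set per screening campaign, cut at about 20% in these data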;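 also: 0% = DMSO wells and 100% = biotin wells as full block of FRET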
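Format: 1536-well format; test system: GST-NR2E3 and biotin-RetCOR proteins; read-out basis: percent inhibition of TR-FRET ratio; timing: 5 h incubation at 4 °C; detection: time-resolved FRET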
EBV LMP1 NFkB: reduces LMP1-driven NF-kappaB luciferase signal; AID 504558; actives 0.69% (n = 350,000); LMP1-induced NF-kappaB luciferase reporter cells, luminescence; inhibition, % at 12.5 µM; in the data active = inhibition above about 41%;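 also: 0% = neutral control wells and 100% = reference inhibitor control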
C8 TRAIL sens: sensitizes caspase-8 expressing cells to TRAIL. AID 624354. NB7+C8 cells + TRAIL, ATPlite viability luminescence. actives 1% (n = 360,000). inhibition (viability loss, TRAIL sensitization), % at 10 µM;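 active = compounds causing at least 50% loss of cell viability in the single-dose screen, relative to plate controls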
iPSC survival up: increases survival of single human iPS cells | hiPSC single-cell survival, ATPlite luminescence; 100% = ROCK inhibitor wells, 0% = DMSO | survival enhancement, % at 20 µM | actives 0.044% (n = 360,000) | AID 602274; in the data active = survival enhancement above about 18%;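 also: cells exposed to compounds for 16 hours before the ATP read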
MITF TRPM1 inh: reduces MITF-dependent TRPM1 promoter luciferase signal; SK-MEL-5 TRPM1 promoter luciferase, 24 h; inhibition, % at 12.5 µM; actives 0.83% (n = 330,000); AID 488899;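 active = mean inhibition across replicates of 60% or more, whatever share of single replicates reaches that level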; also: values of inactives mirror those of a sister screen read the other way
HIF-2a block: inhibitors of HIF-2a; 786-0 RCC cells HIF-2a reporter, luciferase luminescence, overnight; inhibition, % at 18.8 µM; actives 0.72% (n = 360,000);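 active = inhibition of the luminescence signal of 40% or more relative to plate controls, in a single-dose primary screen at 18.75 µM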
KKLEB cytotox: reduces viability of KKLEB cystic fibrosis airway cells. KKLEB CF airway cells viability, ATPlite luminescence, overnight; stronger effect = lower value; cells stimulated with P. aeruginosa culture filtrate. activity change (cytotoxicity), % at 5 µM. actives 0.36% (n = 360,000). AID 602141;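 active = corrected activity change at or below -50% at 5 µM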
Numbers without * were called inactive; . = not tested or not shown. These rows are one share of the data; the hit share may differ from the screen's.

item	SMILES	CF NFkB inh	Shn3 3UTR inh	Peg3 prom inh	NR2E3 ag-1	NR2E3 ag-2	EBV LMP1 NFkB
1	Cc1cc([N+](=O)[O-])nn1Cc1ccc(C(=O)N/N=C/c2ccc(F)cc2)cc1	7	18	-8	-12	0	-7
2	COc1ccc(NC(=O)COc2cccc3c2CCN(Cc2cccnc2)C3=O)c(OC)c1	-38	24	21	-12	1	-6
3	CN(c1ccccc1)S(=O)(=O)c1cc(C(=O)NCc2ccco2)ccc1Cl	-5	13	-1	-43	.	-2
4	CCCCn1nc(NC(=O)CC)c2cc3cc(OC)ccc3nc21	-10	-5	12	-8	-3	-19
5	COc1ccc(C(=O)O)cc1S(=O)(=O)Nc1ccc(C)cc1	-3	-5	10	-22	1	7
6	Cc1c(C(=O)NNS(=O)(=O)c2ccccc2)sc(=S)n1C	3	0	-24	-5	3	-5
7	COc1ccccc1-n1nnnc1SCC(=O)N1CCCC1=O	1	6	-2	-2	-1	3
8	O=C(O)CSc1ncnc2sc3c(c12)CCC3	31	-30	-9	-28	2	4
9	CCCCNCCCOc1cc(Cl)ccc1Cl	4	-18	3	-16	0	3
10	O=Cc1c(-c2ccc(F)cc2)nc2ccccn12	-20	-78	-41	-8	-2	1

item	C8 TRAIL sens	iPSC survival up	MITF TRPM1 inh	HIF-2a block	KKLEB cytotox
1	-14	-0.7	-9	-10	-1
2	5	-0.1	-9	15	5
3	-13	0.9	.	10	1
4	-8	-0.9	-9	-123	-1
5	-4	2.4	4	12	-5
6	-4	4.6	-3	9	0
7	-13	0.9	-2	2	-19
8	-17	1.2	0	-1	-4
9	5	-1.2	6	15	-2
10	-2	-1.1	-4	-86	11

Next entries:
item	SMILES	CF NFkB inh	Shn3 3UTR inh	Peg3 prom inh	NR2E3 ag-1	NR2E3 ag-2	EBV LMP1 NFkB
11	N=c1nc2n(cc1F)C1OC(CO)C(O)C1O2 (configuration not stated)	1	79	15	8	.	-1
12	O=C(Nc1ccc(C2CCCCC2)cc1)C1CCN(c2ncccn2)CC1	-4	17	5	0	1	-3
13	CN(C)C(=O)Cn1cnc2c(cnn2-c2ccc(F)cc2)c1=O	-7	-29	14	-13	1	-4
14	CCN(CC)CCn1c(=N)n(CC(=O)c2ccc(Br)s2)c2ccccc21	9	-13	80*	-10	-1	.
15	C[C@H]1CN([C@@H](C)CO)C(=O)CCCn2nncc2CO[C@@H]1CN(C)C(=O)Nc1cccc2ccccc12	-19	-2	-12	11	.	3
16	COc1ccc([C@@H]2[C@@H]3C(=O)N(C(C)(C)C)C(=O)[C@@H]3[C@]3(CC(C)C)C(=O)N(c4ccccc4)C(=O)N23)cc1	-6	8	-54	-14	2	-6
17	CC1Cc2cc(/C(O)=C3/C(=O)C(=O)N(CCCn4ccnc4)C3c3ccc([N+](=O)[O-])cc3)ccc2O1 (configuration not stated)	0	-7	-3	-15	.	15
18	Cc1cnc(NC(=O)Cc2ccccc2Cl)s1	4	-13	-7	-9	-5	-2
19	O=C(COC(=O)c1ccc2c(c1)C(=O)N(Cc1ccncc1)C2=O)Nc1cccc2ccccc12	-7	11	4	-2	0	1
20	CC(NC(=O)c1cccnc1)C(c1cccs1)N1CCN(c2ccccc2F)CC1 (configuration not stated)	2	17	-31	13	-2	-8

item	C8 TRAIL sens	iPSC survival up	MITF TRPM1 inh	HIF-2a block	KKLEB cytotox
11	13	-1.7	3	18	7
12	11	-0.7	7	7	2
13	-17	-0.3	1	19	-5
14	24	-0.8	.	8	-11
15	-9	1.2	.	12	2
16	11	-2.1	-11	-68	-11
17	2	-0.2	-12	4	4
18	9	0.2	6	-43	-7
19	-7	2.8	6	0	3
20	-15	0.0	0	11	-7

(listing goes on)
item	SMILES	CF NFkB inh	Shn3 3UTR inh	Peg3 prom inh	NR2E3 ag-1	NR2E3 ag-2	EBV LMP1 NFkB
21	CC1(C)CC(=O)C(C=Nc2ccc(O)c(N=CC3=C(O)CC(C)(C)CC3=O)c2)=C(O)C1	24	26	0	-14	1	-9
22	O=C(CN1C(=O)c2ccc([N+](=O)[O-])cc2C1=O)Nc1cc(S(=O)(=O)N2CCOCC2)ccc1Cl	33	-2	-4	15	0	-3
23	OCCN1CCN(CC(O)COc2ccc(-c3ccccc3)cc2)CC1 (configuration not stated)	10	-54	-100	-23	-4	-16
24	O=C(CN1C(=O)COc2ccc(Cl)cc21)NC1CC1	1	7	-4	-46	-2	.
25	O=C(Nc1ccccc1Cl)c1ccccc1CC(O)(c1ccccc1)c1ccccc1	42	-6	42	-43	.	5
26	COc1ccc(N2CC(C(=O)Nc3nc4ccc(S(C)(=O)=O)cc4s3)CC2=O)cc1 (configuration not stated)	-4	-13	-5	-9	3	-3
27	CCCOc1ccc(F)cc1-c1cc(C(=O)NCCOC)[nH]n1	-24	3	3	-1	.	.
28	CCOC(=O)C1=C(C)Nc2ncnn2C1c1cccnc1 (configuration not stated)	-3	-38	16	-15	-2	3
29	COc1ccc2cc(CN(CC3CCCO3)C(=O)Nc3ccccc3)c(=O)[nH]c2c1 (configuration not stated)	0	-4	13	-42	1	-3
30	O=C(O)CN1C(=O)C(=O)N(Cc2ccc(Cl)c(Cl)c2)C1=O	27	-17	9	-14	-1	2

item	C8 TRAIL sens	iPSC survival up	MITF TRPM1 inh	HIF-2a block	KKLEB cytotox
21	3	-1.3	15	-18	-15
22	-12	0.6	3	0	6
23	3	-3.0	-60	-131	-8
24	-2	-0.1	2	13	1
25	19	0.1	.	15	-16
26	-4	-0.1	20	0	7
27	0	-1.0	.	5	20
28	9	-0.8	-6	7	9
29	-4	0.5	-9	3	-4
30	0	-0.1	-11	17	-17

Complete entries from above.
`O=C(Nc1ccccc1Cl)c1ccccc1CC(O)(c1ccccc1)c1ccccc1` is entered as CF NFkB inh: 42; Shn3 3UTR inh: -6; Peg3 prom inh: 42; NR2E3 ag-1: -43; NR2E3 ag-2: .; EBV LMP1 NFkB: 5; C8 TRAIL sens: 19; iPSC survival up: 0.1; MITF TRPM1 inh: .; HIF-2a block: 15; KKLEB cytotox: -16
`CCCOc1ccc(F)cc1-c1cc(C(=O)NCCOC)[nH]n1` is entered as CF NFkB inh: -24; Shn3 3UTR inh: 3; Peg3 prom inh: 3; NR2E3 ag-1: -1; NR2E3 ag-2: .; EBV LMP1 NFkB: .; C8 TRAIL sens: 0; iPSC survival up: -1.0; MITF TRPM1 inh: .; HIF-2a block: 5; KKLEB cytotox: 20
`O=C(CN1C(=O)COc2ccc(Cl)cc21)NC1CC1` is entered as CF NFkB inh: 1; Shn3 3UTR inh: 7; Peg3 prom inh: -4; NR2E3 ag-1: -46; NR2E3 ag-2: -2; EBV LMP1 NFkB: .; C8 TRAIL sens: -2; iPSC survival up: -0.1; MITF TRPM1 inh: 2; HIF-2a block: 13; KKLEB cytotox: 1

Copied from the list.
Peg3 prom inh result of O=C(Nc1ccccc1Cl)c1ccccc1CC(O)(c1ccccc1)c1ccccc1 → 42
KKLEB cytotox result of O=C(CN1C(=O)c2ccc([N+](=O)[O-])cc2C1=O)Nc1cc(S(=O)(=O)N2CCOCC2)ccc1Cl → 6

The list goes on:
item	SMILES	CF NFkB inh	Shn3 3UTR inh	Peg3 prom inh	NR2E3 ag-1	NR2E3 ag-2	EBV LMP1 NFkB
31	COCC(=O)Nc1ccc2c(c1)OCC(=O)N2Cc1ccccc1F	-10	14	17	1	1	-8
32	CC1(C)C=C(c2ccc(C(=O)O)s2)CC(C)(C)N1	5	-6	-3	0	2	2
33	C=CCn1c(SCC(=O)N2CC(=O)Nc3ccccc32)nc2scc(-c3cccs3)c2c1=O	-25	12	23	3	0	14
34	O=C(CSCc1ccc(Cl)cc1Cl)Nc1ccc(O)cc1C(=O)O	-20	13	-4	-10	0	2
35	CC1(C)CC(=O)N(c2ccc(C#N)cc2)C(=O)C1	-4	-6	4	-17	3	-3
36	Cc1cccc(CN(CC(=O)N/N=C/c2ccco2)S(=O)(=O)c2ccc(Cl)cc2)c1	9	12	6	6	2	-3
37	Cc1cccc(Nc2ncnc3ccc(Br)cc23)c1	58*	16	2	-10	7	5
38	O=C(Cn1cc([N+](=O)[O-])cn1)N1CCc2ccccc2C1	-8	2	-9	-3	2	1
39	CSc1sc(-c2ccnc(=S)[nH]2)c(-c2ccccc2)c1C#N	-15	.	13	-4	3	.
40	COCCN1C(=O)c2cc(C(=O)Nc3cccc(F)c3)ccc2C1Nc1cccc(F)c1 (configuration not stated)	-6	11	2	-41	0	-1

item	C8 TRAIL sens	iPSC survival up	MITF TRPM1 inh	HIF-2a block	KKLEB cytotox
31	-10	0.4	3	9	-2
32	6	0.7	-15	16	3
33	3	-2.7	17	17	24
34	1	-0.2	18	9	-1
35	-12	0.0	-12	14	-8
36	0	-2.9	8	18	-2
37	6	-1.8	-17	28	-10
38	-16	-0.4	5	15	-2
39	22	-0.3	.	8	9
40	18	3.9	.	-14	-3

The list continues:
item	SMILES	CF NFkB inh	Shn3 3UTR inh	Peg3 prom inh	NR2E3 ag-1	NR2E3 ag-2	EBV LMP1 NFkB
41	COc1cccc(S(=O)(=O)N(C)C[C@H]2Oc3ncc(Br)cc3C(=O)N([C@@H](C)CO)C[C@@H]2C)c1	0	1	1	-10	.	-6
42	O=C1/C(=C/c2cccs2)SC(=S)N1CC(=O)N1CCCCC1CCO (configuration not stated)	14	-38	-1	-34	-2	4
43	CNc1cncc(-c2cccc(O)c2)n1	-2	-27	-35	-4	.	.
44	Cc1cccc(Nc2nc(N)nc(CCl)n2)c1C	100*	-11	58*	17	0	.
45	O=C(CN1CCN(Cc2ccc3c(c2)OCO3)CC1)Nc1cc(S(=O)(=O)N2CCCC2)ccc1Cl	-7	-14	17	16	5	19

item	C8 TRAIL sens	iPSC survival up	MITF TRPM1 inh	HIF-2a block	KKLEB cytotox
41	-10	1.0	.	-2	5
42	1	-0.5	-29	-24	-1
43	-13	-3.0	.	13	25
44	94*	-0.9	.	-14	-85*
45	4	-0.7	-6	19	-3
